From PubChem BioAssay
GalR3 antag = GalR3 antagonists in HEK293 cells, primary screen, cell-based, fluorescence readout. Galanin receptor type 3 (Homo sapiens), O60755. HEK293 GalR3-CNG cAMP membrane potential fluorescence; galR3 body fused to GalR1 C-terminus. inhibition, % at 3 µM. 360,000 compounds, 0.44% hits. AID 651719, 2012;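 active means inhibition above the screen-wide average plus 3 SD, cut at about 13% in these data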;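 further: forskolin and galanin both at EC90 stimulate the cells; cAMP rise reported by CNG channel membrane potential dye signal; 0% = forskolin plus galanin with DMSO and 100% = forskolin alone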
Target sequence (O60755 1-299 limits assumed): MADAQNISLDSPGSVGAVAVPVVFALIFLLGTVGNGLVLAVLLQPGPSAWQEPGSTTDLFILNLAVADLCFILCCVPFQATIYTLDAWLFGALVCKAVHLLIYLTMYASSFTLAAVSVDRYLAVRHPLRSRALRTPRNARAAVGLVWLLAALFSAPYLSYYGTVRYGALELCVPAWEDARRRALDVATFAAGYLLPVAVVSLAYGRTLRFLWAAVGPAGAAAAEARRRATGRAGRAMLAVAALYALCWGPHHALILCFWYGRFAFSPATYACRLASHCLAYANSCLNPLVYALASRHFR
MEKK3 PB1 HTS = modulators of MEKK3-MEK5 PB1 binding, primary screen, biochemical, wildtype MEKK3, multiplex bead flow cytometry, Alexa488-MEK5; 290,000 compounds, 1.4% hits; bead-based flow cytometry, Alexa488-MEK5 binding to MEKK3; actives lie on both sides; 0 = blocked by unlabeled MEK5, 100 = vehicle; AID 1529, 2009; binding response (% of control), % at 10 µM; Mitogen-activated protein kinase kinase kinase 3 (Homo sapiens), Q99759;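 active means binding response more than 3 SD above or below the average of its plate-row segment, actives on both sides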;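 further: Alexa488 bead fluorescence after subtracting the streptavidin-only scavenger bead signal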
Target sequence (Q99759 whole entry, looked up): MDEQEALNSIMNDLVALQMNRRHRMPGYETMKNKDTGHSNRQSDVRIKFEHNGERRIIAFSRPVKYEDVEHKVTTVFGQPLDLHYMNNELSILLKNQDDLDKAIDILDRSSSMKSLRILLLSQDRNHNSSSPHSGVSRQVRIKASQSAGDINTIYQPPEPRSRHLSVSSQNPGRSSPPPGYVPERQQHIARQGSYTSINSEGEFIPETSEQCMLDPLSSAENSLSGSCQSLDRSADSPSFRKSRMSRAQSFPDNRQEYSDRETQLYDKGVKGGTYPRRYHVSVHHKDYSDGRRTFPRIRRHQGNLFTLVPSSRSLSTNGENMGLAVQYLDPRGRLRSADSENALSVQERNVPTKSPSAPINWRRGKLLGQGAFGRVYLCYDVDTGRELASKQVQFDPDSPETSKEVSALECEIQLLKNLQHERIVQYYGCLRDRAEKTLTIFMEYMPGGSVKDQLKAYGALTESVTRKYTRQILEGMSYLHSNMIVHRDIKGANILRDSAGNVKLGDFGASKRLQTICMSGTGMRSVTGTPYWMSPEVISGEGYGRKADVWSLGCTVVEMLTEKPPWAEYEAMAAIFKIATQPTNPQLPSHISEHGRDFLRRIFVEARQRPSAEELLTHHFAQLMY
CRFR2-BP ag = agonists of CRF-BP/CRF-R2 complex, primary screen, cell-based, HEK293, calcium dye fluorescence, uHTS. activation, % at 13.2 µM. 350,000 compounds, 0.46% hits. calcium dye fluorescence (FLIPR); percent of saturating CRF peptide response. AID 588473, 2011;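 active means activation of at least 50%, plus an integration ratio under a set limit after plate pattern correction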;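 further: plate controls were neutral control wells without compound for no effect and CRF at EC100 for full effect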
FID counter = compounds displacing fluorescent DNA intercalator, primary screen, artefact control for HCV NS3 helicase inhibitor project, biochemical, FID fluorescence; 290,000 compounds, 0.17% hits; DNA fluorescent intercalator displacement; inhibition, % at 7.9 µM; in the data active means inhibition above about 37%;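 further: 0% = vehicle and 100% = reference compound; higher means more ethidium bromide displaced from hairpin DNA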
MEKK2mut PB1 HTS = MEK5 binding signal on mutant MEKK2 PB1, primary screen, biochemical, multiplex bead flow cytometry, Alexa488-MEK5. 290,000 compounds, 0.35% hits. Alexa488-MEK5 binding to MEKK2 mutant. percent response, % at 10 µM; in the data active means percent response above about 24%, passing the limit was not always enough; further: inactives centre near 1; some results filed as inactive read as strong as hits
MEKK2wt PB1 HTS = modulators of MEK5 binding to wildtype MEKK2, primary screen, biochemical, multiplex bead flow cytometry, Alexa488-MEK5. Mitogen-activated protein kinase kinase kinase 2 (Homo sapiens), Q9Y2U5. Alexa488-MEK5 binding to MEKK2 WT; actives lie on both sides. binding response (% of control), % at 10 µM. 290,000 compounds, 1.1% hits. AID 1531, 2009; in the data active means binding response below about 67% or above about 130%
NS3 helicase inh = inhibitors of HCV NS3 helicase, primary screen, biochemical, Cy5 molecular beacon fluorescence; NS3 helicase DNA unwinding; 290,000 compounds, 0.56% hits; Hepatitis C virus NS3 helicase; inhibition, % at 10.9 µM; AID 1800, 2009;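 active means inhibition above the mean of all tested compounds plus 3 SD, set per campaign, cut at about 35% in these data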;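 further: 0% = DMSO wells and 100% = thioflavine S control wells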
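System: Hepatitis C virus NS3 helicase domain fragment enzyme | Reagent: Annealed dual-labelled DNA beacon duplex, ATP-started | Compound dosing: 10.9 µM single point, 0.8% DMSO | Incubation: 1 h reaction at 25 °C, ATP-initiated | Technique: Cy5 fluorescence | Evaluation: Percent inhibition from t60/t0 fluorescence ratio | Benchmarks: Low DMSO, high thioflavine S at 110 µM | Replication: Singlicate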
UBC9 SUMO inh = inhibitors of in vitro SUMOylation cascade, primary screen, biochemical, HTRF, uHTS; inhibition, % at 35 µM; 290,000 compounds, 0.36% hits; HTRF SUMOylation assay, SAE1/SAE2 + UBC9; in the data active means inhibition above about 50%, passing the limit was not always enough; further: strong numbers were not always called active
Target sequence (P63279 whole entry, looked up): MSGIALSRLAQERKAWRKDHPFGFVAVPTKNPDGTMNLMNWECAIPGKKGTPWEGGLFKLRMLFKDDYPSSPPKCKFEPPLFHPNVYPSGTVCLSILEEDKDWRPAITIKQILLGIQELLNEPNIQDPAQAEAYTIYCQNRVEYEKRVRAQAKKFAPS
CRFR2-BP antag = antagonists of CRF-BP/CRF-R2 complex, primary screen, cell-based, HEK293, calcium dye fluorescence, uHTS; CRF-induced calcium fluorescence; 350,000 compounds, 0.59% hits; inhibition, % at 11.8 µM;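 active means inhibition of the ligand-induced calcium signal above about 50% at the single tested concentration, limit read from the data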
Starred values were filed as active, the others as inactive; . = no result given. An excerpt; count on the stated rates, not on these rows.

SMILES | GalR3 antag | MEKK3 PB1 HTS | CRFR2-BP ag | FID counter | MEKK2mut PB1 HTS | MEKK2wt PB1 HTS | NS3 helicase inh | UBC9 SUMO inh | CRFR2-BP antag
CC(C)NC(=O)NC(=O)COC(=O)C1(C)CC1(Cl)Cl (stereo unspecified) | -7 | 104 | -1.0 | -6 | 0 | 96 | -1 | 2 | 13
CNc1ccccc1-n1ccc(-c2ccccc2)n1 | -4 | 106 | -0.1 | 0 | 7 | 107 | 1 | -2 | 6
CCN(CC(=O)NC(c1ccccc1)c1ccccc1)Cc1nc2ccccc2c(=O)[nH]1 | -6 | 105 | -1.2 | -25 | 19 | 118 | -13 | -16 | -7
CN1C(=O)c2ccc(NC(=O)c3ccc(Cl)cc3Cl)cc2C1=O | 0 | 102 | 0.1 | -1 | 5 | 98 | 5 | 14 | 3
CC(=O)c1ccc(NC(=O)C(C)N(C)CC(=O)Nc2ccc(N3CCOCC3)cc2)cc1 (stereo unspecified) | -2 | 71 | -1.6 | -17 | -12 | 67 | 9 | 13 | 2
CC(=O)N/N=C(\N)c1nonc1N | -5 | 91 | 0.1 | -1 | -18 | 99 | -7 | 20 | 4
Cc1nc(Nc2ccccc2)sc1C | -2 | 92 | -1.2 | -6 | 0 | 99 | -2 | -13 | -15
Cc1ccc(C2SCC(=O)N2Cc2cn3ccsc3n2)o1 (stereo unspecified) | -3 | 99 | 0.8 | -8 | 2 | 103 | 3 | -3 | 12
CCOc1ccc(Nc2ccc([N+](=O)[O-])c3nonc23)cc1 | -6 | 104 | -0.1 | 12 | 6 | 105 | 1 | -13 | 22
CCOc1ccc(NC(C)C(=O)N/N=C/c2ccc([N+](=O)[O-])cc2)cc1 (stereo unspecified) | . | 93 | . | 2 | -3 | 95 | 3 | 18 | .
O=C(Nc1ccncc1)c1ccc(S(=O)(=O)Nc2ccccc2)cc1 | -2 | 116 | -2.1 | -6 | -1 | 104 | -4 | 16 | 7
Cc1[nH]c2ccccc2c1/C=C(\C#N)S(=O)(=O)c1ccccc1 | -8 | 102 | -0.3 | 5 | 8 | 122 | -8 | 0 | 18
COc1ccc(NC(=O)c2ccc(-n3nc(C)cc3C)cc2)cc1OC | 0 | 96 | -2.1 | -23 | 7 | 98 | 6 | 6 | 8
COc1ccc(CNC(=O)c2c(O)c3ccccc3n(C)c2=O)cc1 | -6 | 108 | 2.8 | -7 | 12 | 111 | -3 | -30 | -8
COc1cc(/C=N/NC(=S)NCCN2CCOCC2)cc(OC)c1O | 1 | 99 | -3.6 | -2 | 1 | 100 | 2 | -3 | 24
O=C1CC(c2cccnc2)c2cc3c(cc2N1)OCCO3 (stereo unspecified) | -3 | 110 | -2.8 | 2 | 12 | 106 | -1 | 15 | 10
CC1(C)CC(=O)C=C(c2cc3ccccc3s2)C1 | -9 | 99 | 0.9 | . | -1 | 95 | . | . | -8
CCOc1cccc(C2C(C#N)=C(N)Oc3cc(C)[nH]c(=O)c32)c1OCC (stereo unspecified) | 5 | 77 | -1.2 | -6 | -5 | 80 | -3 | 12 | 14
COc1c(C)cccc1C(=O)Nc1ccc(OCC(=O)N2CCOCC2)cc1C | 7 | 101 | -0.5 | -35 | 13 | 100 | 5 | 5 | 8
COCCCNC(=O)Cn1c(=O)n(CC(=O)NCCc2ccc(OC)c(OC)c2)c(=O)c2sccc21 | 3 | . | -1.2 | 0 | . | . | 7 | -4 | -3
O=C(CN1CCC(n2nnc3cc(F)ccc32)CC1)Nc1ccccc1N1CCOCC1 | 2 | 88 | 0.3 | 0 | -1 | 88 | 3 | -11 | -5
CC(=O)Nc1ccc(NC(=O)CSc2ccc3nnc(-c4ccccn4)n3n2)cc1 | -4 | 102 | -0.6 | -12 | 4 | 105 | 2 | -7 | 3
COc1ccc(C)c2sc(=NC(=O)c3cccc(N4C(=O)CCC4=O)c3)n(C)c12 | -6 | 101 | 1.9 | -2 | 0 | 101 | -6 | 30 | -19
CCOC(=O)[C@@H]1[C@H]2COc3ccccc3[C@H]2N2C(=O)N(c3ccc(C(F)(F)F)cc3)C(=O)[C@]12C | -3 | 100 | -0.8 | -27 | -4 | 93 | -31 | -9 | 2
COc1ccc(-n2c(=S)[nH]c3c(oc4ccccc43)c2=O)cc1 | 1 | 86 | -1.3 | 5 | -2 | 89 | -6 | -4 | 14

Fetched one by one from above:
SMILES | GalR3 antag | MEKK3 PB1 HTS | CRFR2-BP ag | FID counter | MEKK2mut PB1 HTS | MEKK2wt PB1 HTS | NS3 helicase inh | UBC9 SUMO inh | CRFR2-BP antag
COCCCNC(=O)Cn1c(=O)n(CC(=O)NCCc2ccc(OC)c(OC)c2)c(=O)c2sccc21 | 3 | . | -1.2 | 0 | . | . | 7 | -4 | -3
COc1ccc(NC(=O)c2ccc(-n3nc(C)cc3C)cc2)cc1OC | 0 | 96 | -2.1 | -23 | 7 | 98 | 6 | 6 | 8

Eleven entries out of the list, ordered by SMILES length, highest first.
SMILES | GalR3 antag | MEKK3 PB1 HTS | CRFR2-BP ag | FID counter | MEKK2mut PB1 HTS | MEKK2wt PB1 HTS | NS3 helicase inh | UBC9 SUMO inh | CRFR2-BP antag
CCOC(=O)[C@@H]1[C@H]2COc3ccccc3[C@H]2N2C(=O)N(c3ccc(C(F)(F)F)cc3)C(=O)[C@]12C | -3 | 100 | -0.8 | -27 | -4 | 93 | -31 | -9 | 2
COCCCNC(=O)Cn1c(=O)n(CC(=O)NCCc2ccc(OC)c(OC)c2)c(=O)c2sccc21 | 3 | . | -1.2 | 0 | . | . | 7 | -4 | -3
CCOc1ccc(NC(C)C(=O)N/N=C/c2ccc([N+](=O)[O-])cc2)cc1 (stereo unspecified) | . | 93 | . | 2 | -3 | 95 | 3 | 18 | .
CC(=O)Nc1ccc(NC(=O)CSc2ccc3nnc(-c4ccccn4)n3n2)cc1 | -4 | 102 | -0.6 | -12 | 4 | 105 | 2 | -7 | 3
Cc1[nH]c2ccccc2c1/C=C(\C#N)S(=O)(=O)c1ccccc1 | -8 | 102 | -0.3 | 5 | 8 | 122 | -8 | 0 | 18
COc1ccc(NC(=O)c2ccc(-n3nc(C)cc3C)cc2)cc1OC | 0 | 96 | -2.1 | -23 | 7 | 98 | 6 | 6 | 8
COc1cc(/C=N/NC(=S)NCCN2CCOCC2)cc(OC)c1O | 1 | 99 | -3.6 | -2 | 1 | 100 | 2 | -3 | 24
O=C1CC(c2cccnc2)c2cc3c(cc2N1)OCCO3 (stereo unspecified) | -3 | 110 | -2.8 | 2 | 12 | 106 | -1 | 15 | 10
CNc1ccccc1-n1ccc(-c2ccccc2)n1 | -4 | 106 | -0.1 | 0 | 7 | 107 | 1 | -2 | 6
CC(=O)N/N=C(\N)c1nonc1N | -5 | 91 | 0.1 | -1 | -18 | 99 | -7 | 20 | 4
Cc1nc(Nc2ccccc2)sc1C | -2 | 92 | -1.2 | -6 | 0 | 99 | -2 | -13 | -15

Later entries:
SMILES | GalR3 antag | MEKK3 PB1 HTS | CRFR2-BP ag | FID counter | MEKK2mut PB1 HTS | MEKK2wt PB1 HTS | NS3 helicase inh | UBC9 SUMO inh | CRFR2-BP antag
Cc1ccccc1CNC(=O)C1CCC(=O)N(CC2CCCCC2)C1 (stereo unspecified) | -2 | 98 | 0.8 | -21 | 6 | 98 | 11 | 14 | -13
Cc1ccc(NC(=O)c2cc(NC(=O)CCCC(=O)O)ccc2Cl)cc1Cl | 1 | 99 | -2.6 | -24 | 0 | 99 | 13 | 20 | 1
Cc1cc(=O)oc2cc(OCC(=O)NCc3cccnc3)ccc12 | -7 | 98 | -1.1 | -2 | -1 | 99 | -1 | 10 | 12
CNC(=S)N/N=C/C1=CCC2CC1C2(C)C (stereo unspecified) | -3 | 93 | -2.9 | -10 | -2 | 93 | 13 | -4 | -9
CC(NC(=O)/C=C/c1ccccc1[N+](=O)[O-])C1CC2CCC1C2 (stereo unspecified) | -8 | 101 | -3.3 | -16 | 6 | 102 | 2 | 5 | 18
Cc1c(Cl)cccc1NC(=S)N(C)CCC#N | -8 | 113 | 0.6 | -2 | -2 | 105 | -9 | -9 | 6
CCCCCCn1c(CN2CCCCC2CC)nc2c1c(=O)n(C)c(=O)n2C (stereo unspecified) | . | 107 | -1.5 | -5 | 4 | 106 | 11 | 12 | 0
CC(C)C(NC(=O)C(NC(=O)C1O[C@@H]2OC(C)(C)O[C@@H]2[C@H]2OC(C)(C)O[C@@H]12)C(C)C)C(=O)O (stereo partly specified) | 3 | 103 | -0.7 | -10 | 12 | 102 | 10 | 1 | 3
CCOC(=O)CC(NC(=O)Cc1ccccc1)c1ccccc1Cl (stereo unspecified) | 5 | 101 | 0.8 | -8 | 0 | 104 | 1 | 12 | -10
CN1CCCN(C(=O)c2ccccc2Cl)CC1 | -7 | 103 | 5.1 | -3 | -6 | 100 | 12 | -4 | 5
CC1CCC2(CC1)N=C(N)Nc1nc3ccccc3n12 (stereo unspecified) | -1 | 97 | 2.7 | 10 | -4 | 98 | -7 | -6 | -6
COc1ccc(OC)c(-c2nnc(-c3ccc(C)o3)o2)c1 | -3 | 102 | -1.2 | -24 | -1 | 94 | 22 | 16 | 18
O=C(NCCCn1ccnc1)Nc1ccc2c(c1)OCO2 | -12 | 104 | -1.3 | -1 | 12 | 102 | -2 | 20 | 2
Cc1nc2ccc(NC(=O)Cc3ccsc3)cc2s1 | 0 | 90 | -1.6 | -5 | -6 | 92 | 2 | 8 | 15
COc1ccc(C2CC(=O)N3CN(c4ccc(C)c(Cl)c4)CSC3=C2C#N)cc1 (stereo unspecified) | . | 112 | 0.4 | -33 | 6 | 104 | 32 | 23 | 2
COc1ccc(NC(=O)COc2nsnc2N2CCOCC2)c(OC)c1 | -1 | 101 | 2.2 | -32 | 2 | 101 | 21 | 5 | 5
N#Cc1c(N)sc2c1CCN(C(=O)OCc1ccccc1)C2 | -7 | 98 | 2.2 | -15 | -1 | 93 | 9 | 11 | 7
COc1ccc(CNc2nc3nc(-c4ccccc4)cc(=O)n3[nH]2)cc1OC | -5 | 101 | 0.8 | -20 | 7 | 104 | 0 | 2 | -20
Cc1ccc(S(=O)(=O)N(C)S(=O)(=O)c2ccc(C#N)cc2)cc1 | . | 101 | . | -12 | -4 | 93 | 5 | 15 | .
Cn1c(C(=O)NCCCN2CCN(c3cccc(Cl)c3)CC2)cc2c(=O)n(C)c3ccccc3c21 | -3 | 106 | -1.4 | 4 | 17 | 173* | -18 | -20 | -6
Cc1cnc(C(=O)Nc2ccccc2C(=O)N2CCOCC2)cn1 | -6 | 75 | -0.5 | -1 | -11 | 81 | 0 | 9 | 5
CCN(Cc1ccccc1)S(=O)(=O)c1ccc(C(=O)Nc2nnc(C3CC3)o2)cc1 | -3 | 108 | -0.9 | . | 0 | 112 | . | -3 | -8
Cn1c(SCC(=O)NCc2cccs2)nnc1-c1ccc(O)cc1 | -3 | 93 | -0.2 | 7 | -11 | 82 | -15 | 2 | 8
O=C(O)c1cc(N2C(=O)C3CC=CCC3C2=O)ccc1NCc1cccnc1 (stereo unspecified) | -4 | . | -0.6 | -17 | . | . | 6 | 19 | -8
